# Eya2 phos inh = inhibitors of human Eya2 phosphatase activity. O00167. recombinant Eya2, OMFP fluorescence dephosphorylation (OMFP is methylfluorescein phosphate). Potency, µM (series often up to 76.9 µM), for inactives: at the top dose activity, negative = inhibition, usual class: inhibitors. 330,000 compounds, 0.006% hits. AID 488837; also: potency is read from the fitted curve at half-maximal effect
#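 Eya2 (0.2 uM) preincubated 10 min at ambient with compound, then OMFP substrate added at 50 uM; 10 min reaction in 50 mM HEPES pH 7.5, 50 mM NaCl, 5 uM MgCl2, 0.05% BSA, 1 mM DTT. Fluorescence read at Ex 485/Em 525 nm.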
# uPA generation = blocks generation of uPA at the cell surface. cell surface uPA generation assay, qHTS. AID 540303. 330,000 compounds, 0.31% hits. Potency, µM (doses to about 38.3 µM), inactives show at the top dose activity change, negative = inhibition, most hits filed as inhibitors; active = well fitted inhibition curve with a large enough effect; inconclusive = small, poorly fitted or top-dose-only effect; inactive = no such curve, though single readings can be large or run the other way; tested in mouse RAW 264.7 cells; also: potency is read from the fitted curve at half-maximal effect; nearly all actives have a fitted effect of over 55% in size
# FBPA coupling cs = coupling enzyme interference in Giardia aldolase counter-screen. activity change, negative = inhibition, % at 58.2 µM, hits read low. 290,000 compounds, 0.67% hits. coupling enzyme system counterscreen, AmpLite Red fluorescence; in the data active = activity change below about -30%
#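 Fluorescence at 525 nm excitation and 598 nm emission measured inhibition of the coupled detection system without aldolase. Compounds (at 57.5 uM final) were preincubated 10 min at room temperature with coupling enzyme reagent before a 20 min substrate/AmpLite Red step.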
# PKM2 act = activators of human pyruvate kinase M2; purified PKM2, Kinase-Glo ATP luminescence, activation; response scale: 0% is enzyme alone, no compound; Potency, µM (top dose mostly 57.5 µM), without a hit: at the top dose activation, hits mostly activators; 260,000 compounds, 0.34% hits; AID 1631; also: potency is read from the fitted curve at half-maximal effect; nearly all actives have a fitted effect of over 55% in size
# Target sequence (P14618 whole entry, looked up): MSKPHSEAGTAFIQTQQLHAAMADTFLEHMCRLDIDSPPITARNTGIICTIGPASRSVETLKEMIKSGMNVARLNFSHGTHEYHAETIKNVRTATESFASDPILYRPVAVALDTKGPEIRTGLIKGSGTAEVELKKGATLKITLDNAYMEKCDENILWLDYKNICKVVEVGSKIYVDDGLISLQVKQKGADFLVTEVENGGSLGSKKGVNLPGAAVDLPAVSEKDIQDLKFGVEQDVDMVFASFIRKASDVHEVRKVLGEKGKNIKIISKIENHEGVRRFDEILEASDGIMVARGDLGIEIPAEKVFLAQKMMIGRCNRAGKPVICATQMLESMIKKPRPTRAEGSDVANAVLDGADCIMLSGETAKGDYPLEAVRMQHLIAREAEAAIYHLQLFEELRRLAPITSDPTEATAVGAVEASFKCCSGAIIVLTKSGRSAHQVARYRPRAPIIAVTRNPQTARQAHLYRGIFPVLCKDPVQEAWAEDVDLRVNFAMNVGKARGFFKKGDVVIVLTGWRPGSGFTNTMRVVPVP
#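 ATP formation by purified human PK-M2, quantified via coupled luciferase luminescence after 1 h at room temperature with 0.1 mM ADP and 0.5 mM PEP final.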
# KCNH2 3.1 block = KCNH2 3.1 (human) potassium channel inhibition; 340,000 compounds, 0.95% hits; activity change, % (tested at about 1.8 µM); U2OS KCNH2 3.1, thallium flux FluxOr; hits give low values; AID 720553;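 active = maximum activity change below -70%; inconclusive = maximum activity change from -70% to -50%; inactive = maximum activity change above -50%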;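 also: thallium influx rate constant from kinetic fluorescence after stimulation buffer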
#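 Steps: virus added to U2OS suspension (4 h, RT, dark); medium with 10% FBS added, cells plated, 37 C overnight; FluxOr/Red40 loading buffer 45 min RT; stimulation buffer, 2 min kinetic read; rate constant normalized.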
# B2AR arrestin = agonists driving beta-arrestin recruitment to human beta2-adrenergic receptor; 330,000 compounds, 0.02% hits; beta-arrestin recruitment to beta2AR, cell-based reporter; P07550; Potency, µM (doses to about 46.1 µM), for inactives: top-dose activation, usual class: activators;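 also: potency is read from the fitted curve at half-maximal effect; 0% = DMSO controls and full agonism = EC100 isoproterenol or metaproterenol; nearly all actives have a fitted effect of over 65% in size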
# Giardia killer = kills Giardia lamblia; Giardia lamblia trophozoite viability; activity change, % at 7.66 µM, hits read low; 340,000 compounds, 0.15% hits; AID 540267; in the data active = activity change below about -80%; inconclusive = between about -30% and that limit;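 also: parasites exposed to compound for two days anaerobically before the ATP read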
#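 Luminescence from cellular ATP indicates surviving trophozoites (100 cells/well) following 48 hrs anaerobic compound treatment at 37 deg C; signal develops 15-30 min at room temperature.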
# KCNH2 WT inh = inhibitors of human wildtype KCNH2 potassium channel; U2OS, BacMam KCNH2, thallium flux FluxOr; hits give low values; activity change, % at 1.84 µM; 340,000 compounds, 0.37% hits;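 active = maximum activity change below -70%; inconclusive = maximum activity change between -70% and -50%; inactive = maximum activity change above -50%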
#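 U2OS cells transduced with wild-type KCNH2 virus are loaded with FluxOr dye for 45 min, and thallium flux is measured in kinetic reads before and after stimulation buffer. Rate constants are normalized to DMSO controls.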
# USP2a block = inhibitors of human ubiquitin-specific protease USP2a; 330,000 compounds, 0.01% hits; Potency, µM (top dose mostly 38.3 µM), for the others: at the top dose activity change, negative = inhibition, hits mostly inhibitors; O75604; USP2 core, Ub-CHOP2 coupled fluorogenic reporter, 485/531;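 also: potency is read from the fitted curve at half-maximal effect; plate controls were DMSO wells for no effect and full inhibition by NEM control for full effect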
#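 Cell-free coupled assay: 10nM USP2 core preincubated 30min RT with compound in Tris-HCl pH 8.0/CaCl2/CHAPS buffer, then 25nM Ub-CHOP2 and 25nM reporter substrate; fluorescence (Ex 485/Em 531) read after 60min RT, normalized to NEM inhibition, concentration-response curves fitted.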
# GALK inhibitor = galactokinase (human) inhibition; P51570; Purified GALK, Kinase-Glo residual ATP luminescence; Potency, µM (titrated, usually from 57.5 µM), without a hit: at the top dose activity change, negative = inhibition, actives largely listed as inhibitors; 270,000 compounds, 0.007% hits; AID 1868; also: potency is read from the fitted curve at half-maximal effect
# Target sequence (P51570 whole entry, looked up): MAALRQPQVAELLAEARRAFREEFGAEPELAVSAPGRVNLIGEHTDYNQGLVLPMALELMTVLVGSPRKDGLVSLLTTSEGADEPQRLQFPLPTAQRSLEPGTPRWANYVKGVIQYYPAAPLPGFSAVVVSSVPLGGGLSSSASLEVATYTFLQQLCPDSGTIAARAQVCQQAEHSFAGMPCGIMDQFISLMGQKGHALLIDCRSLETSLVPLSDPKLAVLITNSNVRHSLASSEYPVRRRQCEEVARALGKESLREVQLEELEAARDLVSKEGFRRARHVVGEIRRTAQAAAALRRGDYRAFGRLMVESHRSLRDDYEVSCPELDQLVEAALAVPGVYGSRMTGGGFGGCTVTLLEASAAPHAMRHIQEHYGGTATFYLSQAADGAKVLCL
#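 Luminescence from leftover ATP (Ultra-Glo luciferase/luciferin) served as read-out after a 1 h room-temperature reaction of 5 nM GALK with 35 uM ATP and 100 uM galactose.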
# BCR signal inh = chronic active BCR signaling inhibition | ABC-DLBCL IkBa-CBG/CBR reporter, luminescence ratio, 4 h | 340,000 compounds, 0.05% hits | Potency, µM (titrated, usually from 46.1 µM), inactives show at the highest dose ratio change, negative = lower green/red ratio, actives largely listed as inhibitors; active = well fitted inhibition curve with a large enough effect in the signal ratio, with a control signal flat, not every such curve was filed as active; inconclusive = small, poorly fitted or top-dose-only effect, or effect the other way, or a change in a side signal; the % refers to the signal ratio;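 also: potency is read from the fitted curve at half-maximal effect; plate controls were basal doxycycline-induced cells for no effect and cells given 10 µM MG132 for full effect; MG132 reads +100%, hits lower the ratio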
#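 Compounds up to 46 uM were incubated four hours with TMD8 cells whose green CBG68 luciferase is fused to IkappaBalpha; red CBR luminescence normalised the signal, and concentration-effect curves were fitted to fusion, red and ratio data.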
# * = called active by the depositor; i = inactive; u = inconclusive; x = no result given; & = joins results of further samples; [ ] = another dose, or the depositor's remark. Unless noted, calls follow the shape of the dose curve; as a rule, active = well fitted curve in the direction sought with a large enough effect; inconclusive = small, poorly fitted or top-dose-only effect, or another doubt; inactive = no such curve, though single readings can be large; an effect the other way counts as inactive or inconclusive. Unless noted, % is scaled to controls: 0 for no effect and ±100 for the full control effect.
SMILES,Eya2 phos inh,uPA generation,FBPA coupling cs,PKM2 act,KCNH2 3.1 block,B2AR arrestin,Giardia killer,KCNH2 WT inh,USP2a block,GALK inhibitor,BCR signal inh
CCC1CCc2sc(C(=O)NCC(c3ccc(OC)cc3)N3CCCC3)cc2C1 (configuration not stated),-29%,-7%,x,x,-39,-0.6%,-2,5,1%,x,6%
NC(=O)c1cc(NC(=O)COC(=O)CCCN2C(=O)c3cccc4cccc(c34)C2=O)cc(C(N)=O)c1,7%,-1%,x,x,-24,-0.9%,19,-8,1%,x,u
CC1(C)Cc2c(sc3c2c2ncnn2c2nnc(SCC(=O)NCc4ccco4)n32)CO1,19%[15.4 µM],8%,0,-4%,-5,0.0%,u,0,3%,2%,-2%
CNc1nc2c(c(=O)[nH]c(=O)n2C)n1CCCc1ccccc1,10%,-4%,1,x,4,-0.3%,18,3,-1%,x,-1%
CN1CCc2c(sc3c2C(=O)NC(c2ccccc2)N3)C1 (configuration not stated),-10%,-20%,-22,-4%,-1,-0.4%,-11,5,12%,x,2%
CCOc1cc(/C=N\NC(=O)OC(C)(C)C)ccc1OC(=O)c1ccco1,-14%,-5%,3,8%,-7,-0.6%,-3,1,2%,-1%,u
COc1ccccc1NS(=O)(=O)c1cc(NC(=O)Cn2cnc3c2c(=O)n(C)c(=O)n3C)ccc1C,2%,1%,7,-16%,-6,-0.8%,-2,-3,2%,-1%,-8%
c1cc(-c2nnc3sc(C4CCCCC4)nn23)ccn1,8%,6%,1,-4%,-11,0.0%,-21,-9,2%,-1%,3%
Cn1c(-c2sc3cc(C(F)(F)F)cnc3c2-c2ccccc2)n[nH]c1=S,-9%,-5%,-1,-7%,7,0.5%,4,-2,1%,1%,-1%
COc1cc(OC)c(C(=O)OCC(=O)Nc2ccccc2Cl)cc1OC,-9%,15%,1,0%,-16,0.0%,8,-5,-2%,9%,-7%
CSCc1cc(N2CCOCC2)nc(SCc2ccc(Cl)cc2Cl)n1,-9%,-5%,-3,0%,5,-0.2%,-7,3,-3%,-2%,13%
CCN(CC)S(=O)(=O)c1ccc(N2CC(C(=O)NCCc3c[nH]c4ccccc34)CC2=O)cc1 (configuration not stated),-5%,-6%,x,x,-18,-0.2%,-11,-20,-1%,x,-21%
CC(=O)n1cc(/C=N/NC(=O)c2cccc(O)c2)c2ccccc21,-10%,-9%,-2,x,-13,0.3%,-2,6,1%,5%,u
CCCCOCCCNC(=O)C1c2ccccc2Oc2ccccc21,-7%,5%,4,-3%,2,0.0%,11,-6,3%,-3%,0%
O=c1c2c3c(sc2ncn1/N=C/c1ccc([N+](=O)[O-])o1)CCCC3,5%,0%,-8,3%,-4,7.2%,7,-4,5%,x,2%
Cc1ccc(CNC(=O)[C@]2(C)CCC[C@@]3(C)C4CC[C@@]5(C)C[C@]4(CCC32)CC5=O)cc1 (some centres not stated),6%,0%,x,x,-11,-3.6%,8,-8,0%,x,-1%
COc1ccc2nc(SCC(=O)Nc3ccc4[nH]c(=O)[nH]c4c3)[nH]c2c1,0%,-11%,x,x,4,0.4%,17,1,0%,x,u
COc1ccc(S(=O)(=O)N2Cc3ccccc3CC2C(=O)N2CCOCC2)cc1 (configuration not stated),-5%,8%,0,1%,-7,-0.1%,-11,2,4%,0%,2%
O=C(COC(=O)c1ccccc1OC(F)F)Nc1ccc(N2CCCCC2)cc1,1%,3%,x,x,-8,0.0%,7,18,-3%,x,-1%
Nc1n[nH]c(-c2ccc([N+](=O)[O-])cc2[N+](=O)[O-])n1,-2%,u,-1,-1%,3,-0.2%,1,8,0%,4%,u
CN(C)CCCNC(=O)c1ccc(-c2cc(O)c3ncccc3c2)cc1,16%&-1%,u,x,x,x,0.0%&-0.1%,10,x,-24%&-17%,x,u
CCOC(=O)C1C(c2ccccc2)N(C)OC1(O)C(F)(F)F (configuration not stated),-17%,-4%,1,x,11,-0.1%,9,5,11%,1%,3%
CC(=O)N1N=C(c2ccccc2O)OC1(C)CC(=O)Nc1ccccc1 (configuration not stated),1%,-1%,-1,-21%,-7,-0.9%,20,-15,3%,-1%,u
COC(=O)C1CN(C(=O)C(C)Oc2ccc(C(C)C)cc2)c2ccccc2O1 (configuration not stated),1%,-1%,-1,x,0,-1.0%,4,-2,-1%,x,u
CCN(c1ccc(OC)cc1)S(=O)(=O)c1nnc(NC(=O)C(C)C)s1,-2%,1%,4,x,-9,-0.4%,-9,-2,0%,0%,1%
# Additional entries follow:
SMILES,Eya2 phos inh,uPA generation,FBPA coupling cs,PKM2 act,KCNH2 3.1 block,B2AR arrestin,Giardia killer,KCNH2 WT inh,USP2a block,GALK inhibitor,BCR signal inh
O=[N+]([O-])c1ccc(NC(=S)N2CCN(c3ccccn3)CC2)cc1,13%,-2%,0,-1%,6,-0.8%,-12,27,-1%,5%,7%
CC1CC(C)CN(S(=O)(=O)c2cc3c4c(c2)CCN4C(=O)CC3)C1 (configuration not stated),10%,-5%,x,x,16,-0.3%,-19,-7,0%,x,10%
Cc1sc2nc(SC(C)C)nc(N)c2c1C,10%,-8%,3,0%,6,-0.4%,3,-4,3%,0%,0%
CCOC(=O)c1c(C)nn(-c2ccc(NC(=O)c3cccs3)cc2)c1C,-6%,4%,x,-2%,-8,-0.4%,3,6,-2%,2%,u
CCc1ccc[n+](-c2[nH]c(=O)sc2/C=N/N=C(\[O-])c2ccncc2)c1,-6%,0%,3,x,5,0.0%,-6,17,3%,-7%,2%
CC(=O)c1ccc2c(c1)Cc1cc(C(C)=O)ccc1-2,-11%,-15%,-2,12%,7,-0.5%,-12,2,3%,3%,u
N#Cc1c(SCC(N)=O)nsc1SCc1ccc(Cl)cc1,-2%,2%,1,-8%,10,0.4%,12,-2,0%,-2%,-14%
CC(OC(=O)CCc1nc2ccccc2c(=O)[nH]1)C(=O)c1ccc(C(C)(C)C)cc1 (configuration not stated),-13%,-4%,1,7%,-9,6.5%,-5,-4,-14%,-4%,u
Cn1cccc1C(=O)NC1CCCCCC1,8%,-4%,x,x,13,0.1%,-15,-2,0%,x,u
O=C(CCc1ccncc1)NC1CCCc2c1cnn2-c1cc(F)cc(F)c1 (configuration not stated),9%,0%,x,x,5,-0.5%,-1,16,2%,1%,1%
COC(=O)c1ccccc1N1C(=O)[C@@H]2C(c3ccc(F)cc3)=NO[C@@H]2C1=O,9%,x,1,0%,x,0.2%,2,-10,0%,8%,-1%
Cc1sc2nc3c4ccccc4c(NCc4ccco4)nn3c(=O)c2c1C,11%,1%,0,7%,11,0.5%,-2,-6,-1%,0%,24%
CC(C)(C)OC(=O)C[C@@H]1C/C=C\C[C@@H](CC(=O)N[C@@H](CO)Cc2ccccc2)C(=O)N2CCC[C@H]2COC1=O,-23%,1%,x,x,1,0.2%,-6,8,2%,x,-1%
CC(=O)c1c(N2CCN(c3ccccn3)CC2)nc(=S)n(-c2ccccc2)c1C,-28%,-3%,-21,-1%,-13,0.0%,-21,i,5%,8%,-1%
CSCCC(NC(C)=O)C(=O)OCC(=O)N(c1ccccc1)c1ccccc1 (configuration not stated),6%,-4%,1,5%,7,2.5%,-2,-7,-2%,1%,1%
O=C(O)C(Cc1c[nH]c2ccccc12)N1C(=O)C2C3c4ccccc4C(c4ccccc43)[C@@H]2C1=O (some centres not stated),13%,5%,3,-1%,8,-0.7%,0,-2,1%,10%,-1%
CCOC(=O)N1CCC(Nc2c(NCCCN3CCN(CC)CC3)c(=O)c2=O)CC1,2%,1%,-1,-3%,25,0.1%,-13,4,7%,0%,16%
CC(C)CCNC(=O)CCCc1ccccc1,7%,4%,3,-39%,1,0.1%,-6,i,-1%,0%,2%
CCOc1ccc(C2CC(=O)N(Nc3ccc([N+](=O)[O-])cc3[N+](=O)[O-])C2=O)cc1 (configuration not stated),10%,0%,2,0%,u,-0.5%,-12,4,8%,-2%,1%
O=C(O)c1ccc(S(=O)(=O)N2CCCC2)cc1,15%,2%,-3,1%,10,0.2%,-5,5,-1%,-1%,u
O=C(Nc1ccccc1Cl)c1cnccn1,-5%,x,5,-5%,-1,0.5%,5,12,2%,3%,-1%
CC(=O)Nc1ccc(NC(=O)CSc2ccc(C)cc2)cc1,-10%,4%,1,-3%,2,-0.7%,-7,-7,1%,-1%,u
CCCCc1nc(NCCO)c(C#N)c2c1CCCC2,0%,-1%,6,1%,36,-0.2%,-20,-4,0%,2%,-17%
Cc1ccc(SCC(=O)Nc2oc(C)c3c(C)n[nH]c(=O)c23)cc1C,-12%,-4%,x,x,-43,-0.4%,-5,-10,-2%,x,0%
Cc1nn(CC(=O)NCc2cccnc2)c(C)c1[N+](=O)[O-],-2%,-2%,4,-4%,-8,-0.4%,-5,4,-1%,1%,1%
Cc1ccnc(Nc2nc(-c3ccc(O)c(O)c3)cs2)c1,2%,-11%,-3,-6%,8,0.4%,-27,5,-1%,-5%,u

# High-throughput results: PubChem, National Center for Advancing Translational Sciences (NCATS)
